Apaf-1 inh: human Apaf-1 inhibition; O14727; reconstituted apoptosome caspase-3 activity, DEVD-Rh110 fluorescence; inhibition, % at 20 µM; hit rate 0.71% among 330,000; AID 489030; active = inhibition of at least 40% at 20 µM;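 note: plate controls were DMSO wells for no effect and DEVD-CHO caspase inhibitor wells for full effect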
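Assay system – apoptosome proteins · Medium – Hepes buffer, pH 7.5 · Also added – cytochrome c with DEVD-Rh110 · Timing – 30 min compound preincubation, 50 min activation, room temperature · Detection – Rh110 fluorescence, excitation 480 nm, emission 540 nm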
UBC13 inh: inhibitors of human UBC13 polyubiquitin chain formation | AID 485273 | P61088 | TR-FRET | hit rate 0.47% among 330,000 | inhibition, % at 20 µM; in the data active = inhibition above about 45%, passing the limit was not always enough
SENP1 inh: inhibitors of human SENP1 SUMO protease catalytic domain | Q9P0U3 | recombinant SENP1 catalytic domain, CyPet-SUMO1-YPet FRET cleavage | inhibition, % at 10 µM | hit rate 0.21% among 360,000;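 active = inhibition at least 30% at 10 µM, raw YFP signal under a set limit, fluorescence ratio 0.5 to 1.5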;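 note: 0% = enzyme with DMSO and 100% = no enzyme wells; some results filed as inactive read as strong as hits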
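Test system: human SENP1 catalytic domain; medium: Tris pH 8 buffer plus EDTA, NaCl, BME, BSA, NP40, catalase; incubation: 50 min reaction at room temperature; technique: FRET, CFP and YFP emission; controls: no-enzyme low control and enzyme-plus-DMSO high control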
SENP6 inh: blocks the human protease SENP6 | Q9GZR1 | Recombinant SENP6 catalytic domain, aminoluciferin luminescence | inhibition, % at 10 µM | hit rate 1.8% among 330,000;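 active = inhibition above about 50% at the single tested dose, limit read from the data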;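 note: plate controls were DMSO wells with enzyme for no effect and DMSO wells lacking enzyme for full effect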
SENP8 block-1: blocks human SENP8 cleavage of Nedd8 substrate. inhibition, % at 20 µM. recombinant SENP8, Nedd8 substrate fluorescence. hit rate 0.64% among 360,000. AID 602440; in the data active = inhibition mostly above about 40%, no sharp cut-off; inactive = mostly below about 27%
Target sequence (Q96LD8 whole entry, looked up): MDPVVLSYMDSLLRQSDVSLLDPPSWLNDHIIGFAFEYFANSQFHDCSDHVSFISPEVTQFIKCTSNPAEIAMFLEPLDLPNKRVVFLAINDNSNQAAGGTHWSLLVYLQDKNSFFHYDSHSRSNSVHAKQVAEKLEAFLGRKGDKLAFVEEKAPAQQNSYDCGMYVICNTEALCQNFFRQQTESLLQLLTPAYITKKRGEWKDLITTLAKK
SENP8 block-2: blocks the human protease SENP8 | Q96LD8 | purified SENP8, Z-RLRGG-aminoluciferin cleavage, luminescence | inhibition, % at 10 µM | hit rate 1.2% among 330,000 | AID 2540; in the data active = inhibition above about 50%
A3G deaminase: inhibitors of human APOBEC3G DNA deaminase. Q9HC16. recombinant A3G, ssDNA deamination FAM/TAMRA fluorescence. inhibition, % at 20 µM. hit rate 0.28% among 330,000;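 active = inhibition of at least 40% at 20 µM, with no more than 30% in the related APOBEC3A deaminase screen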;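 note: plate controls were DMSO wells with A3G for no effect and wells lacking A3G enzyme for full effect; some compounds called inactive have numbers as strong as hits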
Target sequence (Q9HC16 whole entry, looked up): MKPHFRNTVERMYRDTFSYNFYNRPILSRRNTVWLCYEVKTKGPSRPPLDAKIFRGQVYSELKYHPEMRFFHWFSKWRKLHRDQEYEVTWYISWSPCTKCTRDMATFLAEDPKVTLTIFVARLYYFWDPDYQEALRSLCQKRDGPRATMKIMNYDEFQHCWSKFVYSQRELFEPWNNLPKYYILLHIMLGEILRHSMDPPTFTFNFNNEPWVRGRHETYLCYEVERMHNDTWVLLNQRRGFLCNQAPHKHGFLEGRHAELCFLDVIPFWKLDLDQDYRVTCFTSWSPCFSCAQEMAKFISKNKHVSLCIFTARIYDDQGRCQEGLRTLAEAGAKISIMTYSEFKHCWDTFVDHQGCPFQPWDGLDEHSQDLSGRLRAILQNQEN
SENP7 block: blocks the human protease SENP7. Q9BQF6. recombinant SENP7, Z-RLRGG-aminoluciferin luminescence, 40 min. inhibition, % at 5 µM. hit rate 1.5% among 330,000;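 active = inhibition above about 50% at the single test dose, limit read from the data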;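 note: plate controls were DMSO with enzyme for no effect and no enzyme buffer wells for full effect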
Target sequence (Q9BQF6 706-1050 limits assumed): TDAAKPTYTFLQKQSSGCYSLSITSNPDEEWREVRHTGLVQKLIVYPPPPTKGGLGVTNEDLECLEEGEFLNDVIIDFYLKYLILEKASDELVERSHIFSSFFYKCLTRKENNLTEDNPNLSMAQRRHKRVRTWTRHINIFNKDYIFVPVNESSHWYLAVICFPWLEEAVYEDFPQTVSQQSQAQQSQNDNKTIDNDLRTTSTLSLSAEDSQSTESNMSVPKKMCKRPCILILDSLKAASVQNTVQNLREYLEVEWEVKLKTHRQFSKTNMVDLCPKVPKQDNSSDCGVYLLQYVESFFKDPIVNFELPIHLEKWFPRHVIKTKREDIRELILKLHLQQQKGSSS
An asterisk follows results filed as active; · = not tested or not shown.

SMILES | Apaf-1 inh | UBC13 inh | SENP1 inh | SENP6 inh | SENP8 block-1 | SENP8 block-2 | A3G deaminase | SENP7 block
CCO[C@H]1OC(C(=O)NCc2nc3ccccc3[nH]2)=C[C@@H](c2ccc(Br)cc2)[C@@H]1CCCO | 12.0 | 16.3 | 0.9 | -7.0 | 5.0 | -4.4 | -2.6 | -6.0
CC(C)CNC(=O)c1ccc(NC(=O)c2ccccc2[N+](=O)[O-])cc1 | -2.5 | -17.3 | 3.9 | 19.4 | 10.1 | -7.6 | -4.3 | -0.9
OC(CNCc1ccccc1)c1ccccc1 (stereo unspecified) | -20.5 | 4.5 | -1.2 | -22.1 | 14.7 | -4.0 | -4.9 | 5.4
CC1CN(C(=O)CCC(=O)NC(C)c2ccccc2)c2cc(Cl)ccc2O1 (stereo unspecified) | 3.3 | 9.2 | 1.4 | -3.8 | 13.8 | -0.9 | -3.5 | -3.0
COc1ccccc1N(C)C(=O)c1cc(S(=O)(=O)N2CCCC2)cn1C | 3.4 | 0.6 | 1.0 | -14.1 | 0.1 | -3.4 | -2.3 | 0.2
COc1ccc(N2CCN(CCNC(=O)c3nnc(Cc4c(F)cccc4Cl)o3)CC2)cc1 | -8.4 | -1.6 | 0.1 | -4.1 | 6.0 | -4.7 | -2.7 | 0.1
Cc1ccccc1C(=O)NC(CC(C)C)C(=O)Nc1cccc(S(=O)(=O)N(C)C)c1 (stereo unspecified) | 3.2 | -4.1 | 1.8 | -4.9 | 14.1 | 1.5 | 0.7 | 1.7
CC(C)(CCC(=S)N1CCOCC1)C1CCCCC1 | 5.8 | -1.7 | 2.0 | -3.2 | 7.5 | -3.8 | 12.5 | -4.8
Cc1ccc(-n2nnnc2SCc2nnc(-c3ccccc3Br)o2)cc1 | 10.3 | -4.3 | -1.4 | -23.0 | -35.4 | -10.5 | -3.9 | -4.2
Cc1cc(=O)n2[nH]c(SCc3ccc(Cl)cc3)nc2n1 | 6.9 | -3.5 | 3.3 | 52.0* | 0.5 | 32.5 | -8.9 | 1.4
COc1ccccc1NC(CC(=O)c1ccccc1)C(=O)OCC(=O)c1ccc(F)cc1 (stereo unspecified) | 10.2 | -24.6 | 2.2 | -15.7 | 12.4 | -5.2 | -1.4 | -4.2
Cc1ccccc1-n1ncc2c1CC(C)(C)CC2NC(=O)CSc1ccncc1 (stereo unspecified) | 11.6 | 6.7 | 0.3 | 0.2 | 5.6 | 2.6 | -3.1 | 5.1
Cc1ccc(C)c(NC(=O)C2CCCN(S(=O)(=O)c3c(C)nn(C)c3C)C2)c1 (stereo unspecified) | 9.6 | -1.3 | -0.4 | 14.6 | 17.3 | 5.9 | 2.3 | -1.3
Cc1ccc(NC(=O)CC2C(=O)N(Cc3ccccc3)C(=S)N2NC(=O)c2ccccc2)c(C)c1 (stereo unspecified) | 15.8 | -13.2 | 3.2 | -13.8 | 16.6 | -14.3 | -3.7 | -2.9
CC(=NCC1CCCO1)c1c(O)[nH]c(=O)[nH]c1=O (stereo unspecified) | 0.7 | -10.9 | 1.9 | -8.5 | 14.8 | -0.8 | -1.0 | -6.7

Overlap with the part before: 4 entries, followed by the next part.
SMILES | Apaf-1 inh | UBC13 inh | SENP1 inh | SENP6 inh | SENP8 block-1 | SENP8 block-2 | A3G deaminase | SENP7 block
Cc1ccccc1-n1ncc2c1CC(C)(C)CC2NC(=O)CSc1ccncc1 (stereo unspecified) | 11.6 | 6.7 | 0.3 | 0.2 | 5.6 | 2.6 | -3.1 | 5.1
Cc1ccc(C)c(NC(=O)C2CCCN(S(=O)(=O)c3c(C)nn(C)c3C)C2)c1 (stereo unspecified) | 9.6 | -1.3 | -0.4 | 14.6 | 17.3 | 5.9 | 2.3 | -1.3
Cc1ccc(NC(=O)CC2C(=O)N(Cc3ccccc3)C(=S)N2NC(=O)c2ccccc2)c(C)c1 (stereo unspecified) | 15.8 | -13.2 | 3.2 | -13.8 | 16.6 | -14.3 | -3.7 | -2.9
CC(=NCC1CCCO1)c1c(O)[nH]c(=O)[nH]c1=O (stereo unspecified) | 0.7 | -10.9 | 1.9 | -8.5 | 14.8 | -0.8 | -1.0 | -6.7
Cc1ccc(C)c(NC(=S)N(CCc2nc3cc(C)c(C)cc3[nH]2)Cc2cccnc2)c1 | 8.7 | -3.7 | -1.7 | -11.8 | -0.7 | -10.5 | -6.7 | -9.0
CCOC(=O)C1=CN(Cc2cccc(F)c2)S(=O)(=O)N(C)C1CCc1ccccc1 (stereo unspecified) | 21.1 | · | 3.0 | · | 5.5 | · | 1.7 | -11.5
CCCN(C(=O)CSCc1ccc(Cl)cc1)c1c(N)n(Cc2ccccc2)c(=O)[nH]c1=O | 1.6 | -5.0 | -2.9 | -17.0 | -73.3 | -1.0 | -2.3 | 1.4
NC(=O)Cc1c[nH]c2cccc(O)c12 | 4.9 | -4.7 | -2.2 | 2.8 | 21.5 | 10.0 | -3.7 | -0.8
NC(=O)C1(N2CCCCC2)CCN(C(=S)Nc2ccc(F)cc2)CC1 | -1.6 | 5.5 | 2.0 | 3.0 | 18.5 | -3.7 | -4.8 | -7.1
CCN(CC)c1ccc(NC(=O)CSc2nc(C3CC3)nc3ccccc23)cc1C | 12.4 | -5.4 | 1.5 | 1.9 | 13.4 | 9.4 | -8.1 | 3.9
Cc1cc2nsnc2c(S(=O)(=O)N2CCN(C)CC2)c1C | -16.5 | -11.5 | 0.2 | -0.4 | 3.2 | -2.3 | 0.8 | 0.8
COc1ccc(S(=O)(=O)Nc2cccc(Cl)c2)cc1OC | -5.9 | -4.8 | 0.0 | -8.1 | 0.0 | -6.7 | -9.4 | -9.1
CC1Cc2cc(S(=O)(=O)N3CCC(C(N)=O)CC3)ccc2N1C(=O)C1CC1 (stereo unspecified) | 10.7 | -12.5 | 0.7 | -11.0 | 1.3 | -7.6 | -4.6 | -16.9
Oc1ccc(NC(=S)N=Nc2c(O)[nH]c3ccccc23)cc1 | 3.3 | 92.0* | 2.8 | -4.0 | 21.0 | -9.0 | 1.1 | 9.0
CCC(NS(=O)(=O)c1ccc(C)cc1)C(=O)N1CCOCCOCCOCC1 (stereo unspecified) | 9.2 | 5.3 | -0.1 | -8.7 | 16.8 | -4.5 | -1.6 | 5.8
Cc1ccccc1NS(=O)(=O)c1ccc(C(=O)NCC2CCCO2)cc1 (stereo unspecified) | 3.9 | 4.3 | 0.3 | -5.7 | 12.3 | -0.2 | -4.7 | -7.6
Cc1cccnc1NC(=O)CCCN1C(=O)c2ccccc2C1=O | -12.8 | 4.7 | 2.2 | -18.8 | -2.1 | -3.0 | -0.3 | -4.3
Cc1cccc(N2C(=O)CC(Sc3nc(C)cc(C)n3)C2=O)c1 (stereo unspecified) | 4.2 | -18.4 | -0.7 | 0.0 | 6.8 | -7.4 | -0.7 | 0.2
Cn1nc(-c2ccc(N3CCOCC3)c(NS(=O)(=O)c3ccccc3)c2)c2ccccc2c1=O | 13.1 | 1.3 | -2.0 | 10.8 | -51.7 | -0.3 | 2.6 | 3.0
COc1ccc(N2CC(C(=O)Nc3nnc(SCC(=O)NCC4CCCO4)s3)CC2=O)cc1 (stereo unspecified) | 2.0 | -0.5 | -3.3 | 1.8 | -0.8 | 2.3 | 17.6 | -2.4
Oc1ccc(-n2nnnc2SCc2ccccc2Br)cc1 | -0.9 | 1.7 | 0.7 | -8.3 | 22.4 | -8.7 | -2.8 | 1.1
COc1ccc(C(=O)C(C)[n+]2ccc(C)c3ccccc32)cc1[N+](=O)[O-] (stereo unspecified) | 8.0 | 1.5 | 77.9* | -0.2 | 10.1 | -2.7 | -31.2 | 7.6
COc1ccc(NS(=O)(=O)c2ccc(N3CCOCC3)c(NC(=O)c3ccccc3Br)c2)cc1 | -2.6 | 13.2 | 2.1 | 10.5 | 21.2 | 5.9 | -6.4 | -2.3
CN(c1ccc(C(=O)NCc2ccccn2)cc1)S(C)(=O)=O | -5.9 | -0.8 | 3.3 | -4.7 | 12.2 | 5.0 | -0.9 | 3.6
CCCc1cc(=O)[nH]c(SCC(=O)Nc2ccc(C(=O)Nc3ccccc3OC)cc2)n1 | 4.6 | -23.1 | -1.8 | -17.4 | 4.8 | -1.4 | -6.7 | -4.9
COc1cc(C2NC(=O)NC(O)(C(F)(F)F)C2C(=O)c2ccc(Cl)cc2)ccc1O (stereo unspecified) | 6.9 | -4.3 | 1.0 | 0.5 | 1.2 | 6.3 | -3.5 | 7.0
CCNC(=S)Nc1ccc(NC(=O)c2ccccc2O)cc1 | -9.6 | 11.0 | -0.9 | -16.4 | -133.2 | 2.2 | -9.3 | 4.8
Cc1ccc(SC2=C(C(=O)O)CCCC2)cc1 | 7.7 | -3.8 | 1.9 | -7.6 | 5.7 | -10.8 | -1.7 | -0.9
O=C(NCc1ccco1)c1cccc(-c2nnc(-c3ccccc3)o2)c1 | 4.8 | 0.1 | 0.8 | 5.7 | 13.5 | 9.2 | -1.9 | 2.4
O=C(C1CCCN(S(=O)(=O)c2cccc3nsnc23)C1)N1CCCCCC1 (stereo unspecified) | 2.8 | -9.7 | 2.3 | -50.3 | 15.3 | -6.4 | -6.5 | -7.6
O=C(Cc1ccc(Cl)cc1)Nc1ccc(CN2CCCCC2)cc1 | -15.5 | 8.1 | 1.1 | -18.5 | 6.1 | -3.1 | -6.2 | -8.4
CC1Cc2ccccc2N1CC(=O)NCc1ccc2c(c1)OCO2 (stereo unspecified) | 10.4 | 0.0 | -0.2 | 12.1 | 16.6 | 7.8 | 3.6 | 8.9
CCOc1ccc(-n2c(=O)c3c4c(sc3n(CC(=O)NCc3ccco3)c2=O)CCC4)cc1 | -10.0 | -12.3 | -0.9 | -7.8 | 22.8 | -3.5 | 6.2 | -3.1
COc1ccc(CN(C)CC(=O)Nc2ccc(Cl)cc2F)c(OC)c1 | -6.2 | 21.5 | · | -11.6 | · | 1.9 | -4.1 | -3.8
Nc1nnnn1NCc1cccc(OCc2ccccc2)c1 | 0.6 | 6.7 | 1.4 | -8.3 | 5.7 | -8.3 | -2.7 | 0.9
CCOC(=O)C1CCN(c2ncnc3c2oc2ccccc23)CC1 | 3.0 | 1.8 | 0.2 | -14.6 | -33.6 | -1.2 | -2.7 | 0.2
COc1ccc(C(=O)CC(=O)C(=O)Nc2cc(OC)ccc2OC)cc1 | 6.2 | -29.0 | 0.6 | -16.0 | 21.7 | -1.1 | -3.4 | -5.6
O=C(NC1CCCC1)C(c1ccccn1)N(C(=O)c1csnn1)c1ccccc1F (stereo unspecified) | -3.9 | -0.6 | 0.4 | 13.8 | 5.6 | 0.6 | -6.7 | 0.3
COc1ccc(C2Nc3ccccc3C(=O)N2c2ccccc2)cc1CN1CCOCC1 (stereo unspecified) | 3.8 | 10.4 | -9.0 | -11.9 | -384.4 | -8.6 | -1.0 | -7.1
O=C1CCCCC1C(=O)c1cn(-c2ccc(Cl)c(Cl)c2)nn1 (stereo unspecified) | -8.2 | -1.8 | -5.7 | -12.9 | 8.9 | -20.5 | -3.9 | 38.5
Cc1ccccc1S(=O)(=O)Nc1ncc(C(F)(F)F)cc1Cl | 1.8 | -2.5 | 0.8 | -7.8 | 0.9 | 5.1 | -4.5 | -1.6
C=CCn1c(SCC(=O)N2CCN(C(=O)c3ccco3)CC2)nc2sc(CC)cc2c1=O | 0.2 | 4.0 | -1.5 | -3.9 | 1.3 | -2.2 | 0.2 | 4.6
O=C(Nc1cccc(Cl)c1)c1cnc[nH]1 | 11.6 | 1.7 | 9.8 | -2.7 | 5.9 | -15.3 | -10.5 | 1.2
CC(C)CCn1c(=O)c2ccccc2n2c(CCC(=O)NC3CCN(Cc4ccccc4)CC3)nnc12 | 20.5 | 10.7 | -2.3 | -13.3 | 4.1 | -1.9 | -1.0 | -2.2
CCOC(=O)N1CCC2(CC1)CC(=O)c1cc(O)ccc1O2 | 5.0 | 3.1 | -1.1 | 12.4 | -137.8 | 7.9 | 2.4 | 8.9
Cc1ccc(C)c(NC(=S)N2CCC(NC(=O)c3ccco3)CC2)c1 | -2.1 | -7.1 | 8.0 | 7.5 | 14.7 | 2.8 | -3.4 | -2.0
